LDHA block: inhibitors of human lactate dehydrogenase A; P00338; purified LDHA, NADH/diaphorase-resazurin fluorescence; hits give low values; activity change, % (values are at about 110 or 230 µM); actives 0.15% (n = 480,000); AID 1347041; in the data active means activity change below about -30%; inconclusive means mostly about -25% to -30%;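 further: plate controls were DMSO wells for no effect and wells without enzyme for full effect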
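Remaining NADH was detected by diaphorase (0.133 mg/mL) converting 37 µM resazurin to fluorescent resorufin, read at 0 and 20 minutes. The preceding 5-minute room-temperature reaction used 2 nM LDHA, 0.2 mM sodium pyruvate and 0.06 mM NADH at pH 7.4.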
Vif-A3F inh: inhibitors of Vif-A3F interaction; actives 0.2% (n = 390,000); HeLa A3F-eYFP + Vif (tagged APOBEC3F with the HIV-1 protein that degrades it), YFP fluorescence increase; Potency, µM (titrated, usually from 46.1 µM), for the others: at the highest dose activity, negative = active; further: potency means the concentration at half of the fitted maximal effect; % of control where 0% means no effect; nearly all actives have a fitted effect of over 65% in size
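Fluorescence increase (Ex 488/Em 500-530) after overnight compound treatment at 37 deg C flags inhibition of Vif-driven A3F-eYFP loss in stable HeLa A3F-eYFP/Vif cells seeded overnight beforehand.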
Vif-A3G inh: blocks the Vif interaction with human APOBEC3G. AID 602310. HeLa A3G-eYFP + Vif (tagged APOBEC3G with the HIV-1 protein that degrades it), YFP fluorescence, overnight. actives 0.076% (n = 410,000). Potency, µM (series often up to 46.1 µM), without a hit: at the top dose activity, negative = active, usual class: inhibitors;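 further: potency means the concentration at half of the fitted maximal effect; on the % scale 0 is the no-effect control and ±100 the full control effect; nearly all actives have a fitted effect of over 60% in size; hits raise eYFP signal because A3G escapes Vif-driven loss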
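Read-out is eYFP fluorescence (Ex 488/Em 500-530) from Vif-expressing HeLa A3G-eYFP cells; more signal means A3G escaped Vif-mediated degradation. Cells plated overnight, compound pinned in, incubated overnight at 37 deg C.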
PI4K2A inh: PI4K2A (human) kinase inhibition | Q9BTU6 | purified PI4K2A, ADP-Glo luminescence, 1 h; hits give low values | activity change, negative = inhibition, % at 76.9 µM | actives 0.13% (n = 420,000); in the data active means activity change below about -50%; inconclusive means mostly about -30% to -49%;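 further: -100% = wells without enzyme as full effect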
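In this quantitative HTS, ADP production by PI4K2A was quantified luminescently after 1 h at ambient temperature; 100 microM adenosine served as plate-quality control.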
TrxR1 substrate: is turned over as a substrate by rat TrxR1. O89049. purified TrxR1 substrate turnover, NADPH consumption readout. Potency, µM (highest dose often 114 µM), without a hit: at the highest dose activity change, negative = substrate turnover. actives 0.01% (n = 390,000). AID 588456; further: potency means the concentration at half of the fitted maximal effect; on the % scale 0 is the no-effect control and ±100 the full control effect; nearly all actives have a fitted effect of over 50% in size
Target sequence (O89049 whole entry, looked up): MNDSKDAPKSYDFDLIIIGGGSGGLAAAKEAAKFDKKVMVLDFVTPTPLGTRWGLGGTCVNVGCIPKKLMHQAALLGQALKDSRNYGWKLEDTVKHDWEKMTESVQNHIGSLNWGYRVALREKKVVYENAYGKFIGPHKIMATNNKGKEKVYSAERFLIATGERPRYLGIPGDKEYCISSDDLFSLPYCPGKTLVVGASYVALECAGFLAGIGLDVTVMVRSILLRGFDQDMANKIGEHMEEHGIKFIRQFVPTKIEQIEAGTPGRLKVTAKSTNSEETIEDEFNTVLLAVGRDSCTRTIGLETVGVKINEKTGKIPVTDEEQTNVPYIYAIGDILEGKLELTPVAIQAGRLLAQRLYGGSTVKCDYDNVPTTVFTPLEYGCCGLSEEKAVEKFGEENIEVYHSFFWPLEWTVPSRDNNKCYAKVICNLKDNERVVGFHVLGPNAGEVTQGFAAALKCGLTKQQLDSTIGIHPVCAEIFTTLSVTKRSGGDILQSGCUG
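Rat TrxR1, dispensed at 90 nM, was prereduced with 400 uM NADPH (final) for 5 min at ~22 deg C, then incubated with compound 15 min before 400 uM selenite. A first-read NADPH fluorescence drop versus no-compound background flagged substrates.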
RXFP1 agonist: activates the human relaxin receptor RXFP1; Q9HBX9; HEK293T-RXFP1 cAMP TR-FRET, 30 min; response scale: percent of porcine relaxin response, buffer zero; Potency, µM (series often up to 57.5 µM), for the others: at the highest dose activation, actives largely listed as activators; actives 0.3% (n = 370,000); AID 2676; further: potency means the concentration at half of the fitted maximal effect; on the % scale 0 is the no-effect control and ±100 the full control effect; nearly all actives have a fitted effect of over 60% in size; many of its hits are not listed in these tables
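cAMP rise read by TR-FRET after 30 min, 37C compound exposure (up to 58 uM) in RXFP1-transfected HEK293 cells with Ro 20174 present. EC50 from Hill-equation fits, with 29 nM porcine relaxin as 100% and buffer as basal.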
mIDH1 inhibitor: human IDH1 R132H inhibition | AID 602179 | actives 0.093% (n = 390,000) | IDH1-R132H enzyme, NADPH consumption, diaphorase/resazurin fluorescence | O75874 | Potency, µM (highest dose often 76.6 µM), for inactives: at the highest dose activity change, negative = inhibition, usual class: inhibitors; further: potency means the concentration at half of the fitted maximal effect; on the % scale 0 is the no-effect control and ±100 the full control effect; nearly all actives have a fitted effect of over 65% in size
Target sequence (O75874 whole entry R132H, stated change not applied): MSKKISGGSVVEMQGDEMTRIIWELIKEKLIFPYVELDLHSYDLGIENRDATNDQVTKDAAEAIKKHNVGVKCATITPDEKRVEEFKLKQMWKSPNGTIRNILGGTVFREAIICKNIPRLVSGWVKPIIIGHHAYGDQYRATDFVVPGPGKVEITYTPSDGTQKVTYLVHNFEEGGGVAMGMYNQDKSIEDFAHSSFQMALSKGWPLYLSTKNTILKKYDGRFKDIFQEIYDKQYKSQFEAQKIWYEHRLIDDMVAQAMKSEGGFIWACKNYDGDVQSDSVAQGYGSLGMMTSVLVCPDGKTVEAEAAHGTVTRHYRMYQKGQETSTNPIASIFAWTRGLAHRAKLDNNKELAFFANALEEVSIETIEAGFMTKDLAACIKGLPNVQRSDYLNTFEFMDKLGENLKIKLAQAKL
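IDH1-R132H (0.5 ug/mL dispensed) in pH 7.5 Tris buffer was preincubated 30 min with compound, then given a substrate mix of 0.016 mM NADPH and 2 mM alpha-KG for 80 min at room temperature; remaining NADPH was read by diaphorase/resazurin fluorescence.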
GRP78 ERSR act: induces the endoplasmic reticulum stress response in human glioma cells; U87-MG GRP78 promoter luciferase reporter, 16 h; Potency, µM, for inactives: at the top dose activation, actives largely listed as activators; actives 0.02% (n = 420,000); further: potency means the concentration at half of the fitted maximal effect; series mostly up to about 76 µM; % of control where 0% means no effect; nearly all actives have a fitted effect of over 35% in size
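Stably transfected U87-MG glioma cells carrying a GRP78-based luciferase sensor; 16 h compound incubation. Luminescence end-point read 10 min after Bright-Glo addition at room temperature.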
USP1-UAF1 inh: USP1/UAF1 (human) deubiquitinase inhibition | O94782 | recombinant USP1/UAF1, Ub-Rhodamine cleavage fluorescence | Potency, µM (doses to about 57.1 µM), for the others: at the top dose activity change, negative = inhibition, hits mostly inhibitors | actives 0.23% (n = 390,000) | AID 743255; further: potency means the concentration at half of the fitted maximal effect; on the % scale 0 is the no-effect control and ±100 the full control effect; nearly all actives have a fitted effect of over 60% in size; inactives centre near -12
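USP1/UAF1 complex at 1 nM was preincubated with compound for 15 min at room temperature, then Ub-Rho substrate (150nM final) was added. Fluorescence (480/540 nm) was read kinetically, 6 reads every 60 seconds.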
* marks the source's active call; other numbers are inactive results; ? = inconclusive; . = no result given; [ ] = dose if it differs, or a comment. Unless noted, the call rests on the fitted dose curve; in most records, active means well fitted curve in the direction sought with a large enough effect; inconclusive means small, poorly fitted or top-dose-only effect, or another doubt; inactive means no such curve, though single readings can be large; an effect the other way counts as inactive or inconclusive. An excerpt; count on the stated rates, not on these rows.

Below each SMILES – LDHA block	Vif-A3F inh	Vif-A3G inh	PI4K2A inh	TrxR1 substrate	RXFP1 agonist	mIDH1 inhibitor	GRP78 ERSR act	USP1-UAF1 inh
#1 COc1ccccc1NS(=O)(=O)c1ccc2oc(SCc3ccc(F)cc3)nc2c1
→ -2.1	3.0%	0.3%	2.2	-11.6%	-1.3%	3.7%	-5.3%	-9.4%
#2 Cc1noc(C)c1CSCC(=O)Oc1ccc(N(C)S(=O)(=O)c2ccccc2)cc1
→ -1.5	5.1%	-0.5%	10.7	-5.2%	0.5%	13.0%	-0.8%	-15.8%
#3 COC(=O)c1c(NC(=O)CC2NCCNC2=O)sc2c1CCCC2 (configuration not stated)
→ -1.5	-0.4%	-8.3%	0.2	3.7%	1.1%	2.0%	-0.5%	-16.5%
#4 CCC(CC)c1nnc(NC(=O)C2CSC3(C)CCC(=O)N23)s1 (configuration not stated)
→ 0.8	9.8%	-0.1%	2.9	-9.2%	-0.6%	1.1%	-4.8%	-1.3%
#5 Cc1ccc(/C=C/C(=O)Nc2ncc(C)s2)o1
→ 18.6	-16.4%	-5.1%	-1.7	5.3%	0.3%	1.1%	6.4%	-3.2%
#6 Cc1cc(C)nc(NS(=O)(=O)c2ccc(NC(=O)c3nn(-c4ccccc4)ccc3=O)cc2)n1
→ -2.4	1.8%	0.7%	-2.1	55.4%[activator]	?	-6.1%	-3.3%	-23.3%
#7 CCOc1ccccc1NC(=O)c1nn(-c2ccc(OC)cc2)c(=O)c2c1c1ccccc1n2C
→ -5.2	.	.	1.2	1.1%	1.2%	.	.	-17.6%
#8 COC(=O)c1cc(CNC(=O)c2ccccc2OCc2c(C)noc2C)ccc1OC
→ 0.5	0.1%	-0.6%	-10.9	6.9%	0.9%	0.0%	0.7%	-15.4%
#9 Cc1cccn2c(CN3CCSCC3)c(C(=O)N3CCOCC3)nc12
→ -2.0	-0.7%	1.4%	-1.0	-2.9%	-0.7%	0.0%	-1.7%	-20.2%
#10 Cn1c(SCCOc2ccccc2Cl)nnc1-c1cccs1
→ 0.8	-15.1%	2.5%	1.8	13.6%[57.1 µM]	0.9%	7.0%	6.6%	-12.4%
#11 FC(F)(F)c1ccccc1CNCc1ccncc1
→ -2.2	-4.0%	-0.7%	-4.3	0.5%[57.1 µM]	-3.8%	5.6%	-3.2%	0.0%
#12 O=C(c1ccccc1Nc1ccc(SC(F)F)cc1)N1CCCCCC1
→ 10.6	-11.6%	1.2%	1.8	-1.0%	-2.0%	4.6%	-0.2%	-15.3%
#13 O=[N+]([O-])c1ccc2nc(/C=C/c3ccc(Cl)cc3)[nH]c2c1
→ -2.1	-2.7%	-7.8%	0.1	-2.3%[57.1 µM]	-1.2%	11.8%	1.3%	-3.0%
#14 Cc1ccc(CN2C(=O)N/C(=C\c3cccn3-c3cccc(C(=O)O)c3)C2=O)cc1
→ -14.0	8.9%	-5.0%	-24.5	-1.0%[57.1 µM]	-1.3%	17.0%	-0.3%	-11.0%
#15 C=CCn1c(SCc2cccc3ccccc23)nnc1-c1cccnc1
→ -0.2	-8.6%	0.7%	-1.2	0.1%	1.9%	2.0%	-0.7%	-18.6%
#16 CCOc1ccc(C(c2c(O)cc(C)n(CCOC)c2=O)N2CCN(c3ccc(F)cc3)CC2)cc1 (configuration not stated)
→ -2.5	-0.3%	-0.9%	-2.8	9.1%[57.1 µM]	4.3%	4.1%	-1.7%	-8.6%
#17 CSc1nc(Cl)c(Cc2ccc(OC(C)C)cc2)c(N2CCOCC2)n1
→ -5.5	-2.6%	-4.3%	3.7	-10.7%	3.4%	-0.4%	-6.1%	-15.3%
#18 CSC1=N/C(=C\c2ccccc2)C(=O)N1C
→ 1.1	-9.1%	1.3%	3.6	-12.8%	-0.7%	6.1%	-2.8%	1.8%
#19 COc1cccc(OC)c1-c1nn2c(-c3ccco3)nnc2s1
→ 0.0	-3.5%	-0.2%	6.0	1.2%	0.2%	2.2%	-1.2%	-21.2%
#20 CCOc1ccc(N(CC(=O)NC2CCCCCC2)S(=O)(=O)c2c(C)[nH]c(=O)[nH]c2=O)cc1
→ -5.1	-16.0%	2.1%	-9.3	-2.6%	0.1%	-7.1%	1.6%	3.5%
#21 Cc1cccc(NC(=O)c2ncn3c2C(=O)N[C@@H](C)C3)c1
→ -7.7	5.0%	1.0%	1.2	.	.	-15.3%	-0.6%	-24.0%
#22 COC(=O)c1cccc(N(C(=O)c2cnccn2)C(C(=O)NCc2ccccc2)c2ccco2)c1 (configuration not stated)
→ -7.0	-7.2%	0.2%	-0.5	9.2%	-0.8%	11.4%	-0.9%	5.7%
#23 CN(C)CCCN(C(=O)c1cccc(N2C(=O)CCC2=O)c1)c1nc2cc3c(cc2s1)OCO3
→ -0.8	-3.7%	-6.9%	0.3	-0.2%	3.7%	-1.2%	-5.3%	-18.7%
#24 COc1cccc(N2CCN(C(=O)C3CCCN(S(=O)(=O)c4ccc(Br)s4)C3)CC2)c1 (configuration not stated)
→ -3.8	-4.8%	3.5%	2.0	-1.1%	2.8%	0.0%	-2.7%	?
#25 O=C(CN1C(=O)NC2NC(=O)NC21)NC1CCCCC1 (configuration not stated)
→ -3.2	-1.0%	-0.1%	8.6	1.8%	.	0.0%	-0.8%	-20.6%
#26 CCN(CC(=O)NCc1ccc(Cl)cc1)C(=O)c1sccc1C
→ -10.8	0.4%	-13.7%	-2.6	-4.5%	.	-3.7%	-5.5%	-12.0%
#27 Cc1cccc(Nc2nc(-c3ccccc3)nc3ccccc23)c1
→ -3.5	-10.0%	-4.0%	-3.4	9.1%	3.1%	-14.9%	-2.0%	-12.5%
#28 COc1ccc(-c2c(C)nn3c(-c4ccccc4)cc(C)nc23)cc1
→ -1.4	-8.8%	-0.1%	-6.0	4.5%[57.1 µM]	-1.1%	10.7%	-4.3%	-5.8%
#29 COCCCNC(=O)Cc1ccccc1OC
→ -6.4	0.6%	0.7%	9.3	-2.2%	-0.8%	2.9%	-1.0%	-6.8%
#30 COc1ccc(-c2nc3ccc(N4CCN(C)CC4)cc3c(=O)[nH]2)cc1
→ -0.8	-24.1%	-0.2%	-0.2	40.8%[activator][57.1 µM]	6.2%	-2.4%	-0.1%	4.1%

Grouped by structure: those above containing fluorine (four)
Below each SMILES – LDHA block	Vif-A3F inh	Vif-A3G inh	PI4K2A inh	TrxR1 substrate	RXFP1 agonist	mIDH1 inhibitor	GRP78 ERSR act	USP1-UAF1 inh
#1 COc1ccccc1NS(=O)(=O)c1ccc2oc(SCc3ccc(F)cc3)nc2c1
→ -2.1	3.0%	0.3%	2.2	-11.6%	-1.3%	3.7%	-5.3%	-9.4%
#11 FC(F)(F)c1ccccc1CNCc1ccncc1
→ -2.2	-4.0%	-0.7%	-4.3	0.5%[57.1 µM]	-3.8%	5.6%	-3.2%	0.0%
#12 O=C(c1ccccc1Nc1ccc(SC(F)F)cc1)N1CCCCCC1
→ 10.6	-11.6%	1.2%	1.8	-1.0%	-2.0%	4.6%	-0.2%	-15.3%
#16 CCOc1ccc(C(c2c(O)cc(C)n(CCOC)c2=O)N2CCN(c3ccc(F)cc3)CC2)cc1 (configuration not stated)
→ -2.5	-0.3%	-0.9%	-2.8	9.1%[57.1 µM]	4.3%	4.1%	-1.7%	-8.6%

(continued)
Below each SMILES – LDHA block	Vif-A3F inh	Vif-A3G inh	PI4K2A inh	TrxR1 substrate	RXFP1 agonist	mIDH1 inhibitor	GRP78 ERSR act	USP1-UAF1 inh
#31 CCc1nc2ccc(C(=O)NCCNC(C)=O)cn2c1N(CC)Cc1cccc(Br)c1
→ -3.6	.	-4.5%	1.5	.	.	.	-1.2%	.
#32 CC(OC(=O)c1cccnc1)C(=O)Nc1ccc2c(c1)OCO2 (configuration not stated)
→ 0.0	4.8%	0.4%	1.3	-5.8%	4.2%	4.7%	-3.2%	3.9%
#33 COc1ccc(-n2c(C)c3c(OC)cccc(=O)c3c2C)cc1
→ 8.1	1.6%	0.4%	-5.9	-5.3%	3.6%	4.2%	-3.0%	-11.1%
#34 Cc1ccc(S(=O)(=O)N2[C@@H](c3ccc(C(C)(C)C)cc3)C(C(=O)O)=CC[C@H]2c2ccc(C(C)C)cc2)cc1
→ -10.6	-2.1%	-10.7%	-5.2	-12.1%	.	?	?	?
#35 CCOC(=O)N1CCN(C(=O)c2ccc3c(c2)N(Cc2ccc(F)cc2)CCS3)CC1
→ -4.9	2.7%	-4.0%	0.0	20.8%[57.1 µM]	12.7%	-12.8%	-3.0%	-20.2%
#36 COc1ccc(S(=O)(=O)CC(=O)Nc2nnc(C(F)(F)F)s2)cc1
→ -0.6	1.3%	5.5%	4.8	-4.5%	1.0%	11.2%	-1.7%	-20.3%
#37 CCC(=O)NC(=S)Nc1ccc(NC(=O)c2ccc(OC)cc2)cc1
→ -8.1	2.3%	0.9%	-0.6	-8.8%	21.6%	5.5%	-8.9%	-21.8%
#38 CC(C)(C)OC(=O)N1CCC(c2c(C(=O)NCCN3CCCC3)cnn2-c2ccc(Cl)cc2)CC1
→ 0.7	-16.0%	4.3%	-1.0	?	10.7%	-5.0%	-2.7%	-18.1%
#39 COC(=O)c1ccc(COC(=O)c2ccc(CS(=O)(=O)c3ccc(C)cc3)cc2)cc1
→ -7.8	2.4%	-0.6%	1.1	-4.5%	1.7%	-3.8%	-4.8%	5.1%
#40 COC(C(=O)Nc1ccnn1C1CCN(C(=O)c2ccc(C)cc2)CC1)c1ccccc1 (configuration not stated)
→ -1.8	1.1%	1.8%	6.2	-2.5%	0.1%	5.5%	5.2%	-19.8%

Screening data (PubChem BioAssay)
